USP1 inh = USP1/UAF1 (human) deubiquitinase inhibition; recombinant USP1/UAF1, Ub-Rhodamine cleavage fluorescence; Potency, µM (series often up to 57.1 µM), for inactives: top-dose activity change, negative = inhibition, hits mostly inhibitors; 390,000 tested, 0.23% active; note: % is set by controls: 0 for no effect and ±100 for the full control effect; nearly all actives have a fitted effect of over 60% in size; inactives centre near -12
Target sequence (O94782 whole entry, looked up): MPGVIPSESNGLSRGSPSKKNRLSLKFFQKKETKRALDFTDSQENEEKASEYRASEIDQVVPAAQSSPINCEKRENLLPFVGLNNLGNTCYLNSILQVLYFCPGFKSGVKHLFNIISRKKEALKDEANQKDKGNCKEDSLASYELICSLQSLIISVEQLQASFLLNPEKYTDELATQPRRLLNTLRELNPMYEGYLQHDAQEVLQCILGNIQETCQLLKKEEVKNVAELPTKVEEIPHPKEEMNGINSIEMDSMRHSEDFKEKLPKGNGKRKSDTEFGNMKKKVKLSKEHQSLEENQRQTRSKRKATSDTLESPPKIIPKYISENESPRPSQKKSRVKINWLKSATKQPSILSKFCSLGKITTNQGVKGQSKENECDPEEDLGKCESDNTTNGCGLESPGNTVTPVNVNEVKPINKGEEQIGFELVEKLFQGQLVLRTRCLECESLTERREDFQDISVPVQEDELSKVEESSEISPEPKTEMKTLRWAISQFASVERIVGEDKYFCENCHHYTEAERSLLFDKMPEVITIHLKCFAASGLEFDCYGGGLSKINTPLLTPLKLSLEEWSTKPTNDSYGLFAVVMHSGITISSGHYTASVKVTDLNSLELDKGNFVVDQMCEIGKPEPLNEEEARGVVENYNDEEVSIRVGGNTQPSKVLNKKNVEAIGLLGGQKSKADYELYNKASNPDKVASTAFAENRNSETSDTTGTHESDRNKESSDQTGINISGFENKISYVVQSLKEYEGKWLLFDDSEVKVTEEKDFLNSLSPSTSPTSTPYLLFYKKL
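In this screen, compounds sit with the deubiquitinase complex (1nM) for 15 min at room temperature before Ub-Rho is added at 150nM final. Fluorescence rise is then followed for 6 reads every 60 seconds.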
RXFP1 agonist = RXFP1 (human) receptor agonism; HEK293T-RXFP1 cAMP TR-FRET, 30 min; response scale: percent of porcine relaxin response, buffer zero; Potency, µM (series often up to 57.5 µM), for inactives: at the highest dose activation, most hits filed as activators; 370,000 tested, 0.3% active; Q9HBX9; AID 2676; note: % is set by controls: 0 for no effect and ±100 for the full control effect; nearly all actives have a fitted effect of over 60% in size; many of its hits are not listed in these tables
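HEK293 cells stably expressing RXFP1, treated 30 min at 37C with compounds plus PDE4 inhibitor Ro 20174; cAMP measured by HTRF TR-FRET. Normalized to buffer and 29 nM porcine relaxin; EC50 by Hill fit.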
Vif-APOBEC3F blk = Vif-A3F binding inhibition; Potency, µM (titrated, usually from 46.1 µM), for the others: top-dose activity, negative = active; 390,000 tested, 0.2% active; HeLa A3F-eYFP + Vif (tagged APOBEC3F with the HIV-1 protein that degrades it), YFP fluorescence increase; note: % of control where 0% means no effect; nearly all actives have a fitted effect of over 65% in size
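Fluorescence increase (Ex 488/Em 500-530) after overnight compound treatment at 37 deg C flags inhibition of Vif-driven A3F-eYFP loss in stable HeLa A3F-eYFP/Vif cells seeded overnight beforehand.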
RGS4 inhibitor = inhibitors of human regulator of G protein signaling 4; P49798; Transcreener GDP fluorescence polarization, RGS4-accelerated GTP hydrolysis; Potency, µM (top dose mostly 114 µM), inactives show at the highest dose activity change, negative = inhibition, hits mostly inhibitors; 390,000 tested, 0.039% active; AID 504845; note: % is set by controls: 0 for no effect and ±100 for the full control effect; nearly all actives have a fitted effect of over 75% in size; some results filed as inactive show a strong effect at the top dose
Target sequence (P49798 whole entry, looked up): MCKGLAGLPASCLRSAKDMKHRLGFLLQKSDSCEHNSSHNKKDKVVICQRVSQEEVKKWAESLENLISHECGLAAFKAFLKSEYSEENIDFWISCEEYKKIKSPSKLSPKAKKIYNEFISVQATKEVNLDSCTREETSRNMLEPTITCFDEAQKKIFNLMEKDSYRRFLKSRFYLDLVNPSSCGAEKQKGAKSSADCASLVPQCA
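MLSMR compounds (23 nl, pin-transferred) preincubated 10 min at room temperature with a 500nM (2x) first reagent, then RGS4 at 900nM (2x) plus Transcreener GDP mix added; fluorescence polarization (620/688 nm) read before and after 90 min at 30 °C.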
mIDH1 inhibitor = human IDH1 R132H inhibition; 390,000 tested, 0.093% active; AID 602179; Potency, µM (series often up to 76.6 µM), for the others: top-dose activity change, negative = inhibition, usual class: inhibitors; IDH1-R132H enzyme, NADPH consumption, diaphorase/resazurin fluorescence; note: % is set by controls: 0 for no effect and ±100 for the full control effect; nearly all actives have a fitted effect of over 65% in size
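IDH1-R132H (0.5 ug/mL) preincubated 30 min with compound, then NADPH (0.016 mM) and alpha-KG (2 mM) added; 80 min at RT, pH 7.5. Remaining NADPH coupled via diaphorase/resazurin to fluorescence (540/590 nm); concentration-response curves normalized to no-enzyme control.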
12-LOX inh = inhibitors of human 12S-lipoxygenase ALOX12 | purified 12hLO, xylenol orange hydroperoxide absorbance | 580,000 tested, 1.1% active | Potency, µM (series often up to 108 µM), for the others: at the top dose activity change, negative = inhibition, most hits filed as inhibitors | AID 1671190 | P18054; note: % is set by controls: 0 for no effect and ±100 for the full control effect
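Purified human 12hLO at 150 nM in 25 mM Hepes, 0.01% Triton X-100, pH 7.0, preincubated 15 min at room temperature with compound. Reaction started with 40 uM arachidonic acid, 30 min at room temperature. Hydroperoxide measured by Fe-xylenol orange, 573/405 nm absorbance ratio.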
TrxR1 substrate = rat thioredoxin reductase 1 substrate activity; O89049; purified TrxR1 substrate turnover, NADPH consumption readout; Potency, µM (doses to about 114 µM), for inactives: at the highest dose activity change, negative = substrate turnover; 390,000 tested, 0.01% active; AID 588456; note: % is set by controls: 0 for no effect and ±100 for the full control effect; nearly all actives have a fitted effect of over 50% in size
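Rat TrxR1, dispensed at 90 nM, was prereduced with 400 uM NADPH (final) for 5 min at ~22 deg C, then incubated with compound 15 min before 400 uM selenite. A first-read NADPH fluorescence drop versus no-compound background flagged substrates.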
rTrxR1 inhibitor = blocks rat thioredoxin reductase 1. O89049. recombinant rTrxR1, NADPH fluorescence consumption, selenite substrate. Potency, µM (highest dose often 114 µM), without a hit: top-dose activity change, negative = inhibition, most hits filed as inhibitors. 390,000 tested, 1% active. AID 588453; note: % is set by controls: 0 for no effect and ±100 for the full control effect; nearly all actives have a fitted effect of over 65% in size
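Rat TrxR1 (90 nM in the dispensed reagent) was pre-reduced with 400 uM NADPH for 5 min at room temperature, then incubated with compound for 15 min. After 400 uM selenite was added, NADPH fluorescence (Ex 340/Em 450 nm) was followed for 8 min.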
Vif-APOBEC3G blk = blocks the Vif interaction with human APOBEC3G | Q9HC16 | HeLa A3G-eYFP + Vif (tagged APOBEC3G with the HIV-1 protein that degrades it), YFP fluorescence, overnight | Potency, µM (doses to about 46.1 µM), without a hit: top-dose activity, negative = active, hits mostly inhibitors | 410,000 tested, 0.076% active | AID 602310;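 note: % is set by controls: 0 for no effect and ±100 for the full control effect; nearly all actives have a fitted effect of over 60% in size; hits raise eYFP signal because A3G escapes Vif-driven loss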
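HeLa cells stably expressing Vif and C-terminally eYFP-tagged A3G, seeded overnight at 37 deg C, then exposed to compound by pintool overnight at 37 deg C. Rise in yellow fluorescence (Ex 488/Em 500-530, Acumen) marks blocked Vif-driven A3G degradation.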
Numbers without * were called inactive; [ ] = remark or other dose. Calls come from the whole dose curve; as a rule, active = well fitted curve in the direction sought with a large enough effect; inconclusive = small, poorly fitted or top-dose-only effect, or another doubt; inactive = no such curve, though single readings can be large; an effect the other way counts as inactive or inconclusive. Potency is the fitted concentration of half-maximal effect.

What do the screens show for `CCOc1ccc(C(NC(C)=O)c2ccc(OC)c(OC)c2)cc1` (configuration not stated)?
USP1 inh: 3%; RXFP1 agonist: 1.3%; Vif-APOBEC3F blk: -6%; RGS4 inhibitor: -9%; mIDH1 inhibitor: 4%; 12-LOX inh: -7%; TrxR1 substrate: 1%[57.1 µM]; rTrxR1 inhibitor: 17%[57.1 µM]; Vif-APOBEC3G blk: -3%

Results for COCCCNC(=O)c1ccc(CS(=O)(=O)Cc2cccc(C)c2)o1 ?
USP1 inh: -13%; RXFP1 agonist: 0.8%; Vif-APOBEC3F blk: 1%; RGS4 inhibitor: 8%; mIDH1 inhibitor: 2%; 12-LOX inh: 10%; TrxR1 substrate: 1%; rTrxR1 inhibitor: -10%; Vif-APOBEC3G blk: 0%

How did CC(C)c1ccc(/C=C2\SC(=S)N(CC(=O)NCCCN3CCOCC3)C2=O)cc1 do in these assays?
USP1 inh: -12%; RXFP1 agonist: -1.4%; Vif-APOBEC3F blk: -2%; RGS4 inhibitor: 7%; mIDH1 inhibitor: 10%; 12-LOX inh: inconclusive; TrxR1 substrate: -11%; rTrxR1 inhibitor: 3%[57.1 µM]; Vif-APOBEC3G blk: 0%

How did O=C(Cc1c[nH]c2ccccc12)NCc1ccc(Cl)cc1Cl do in these assays?
USP1 inh: -15%; RXFP1 agonist: -0.6%; Vif-APOBEC3F blk: -10%; RGS4 inhibitor: -18%[11.4 µM]; mIDH1 inhibitor: -5%; 12-LOX inh: -13%; TrxR1 substrate: -9%; rTrxR1 inhibitor: 7%; Vif-APOBEC3G blk: 3%

What do the screens show for `O=C(CCCN1C(=O)C2CC=CCC2C1=O)Nc1cccc(F)c1` (configuration not stated)?
USP1 inh: -18%; RXFP1 agonist: 1.8%; Vif-APOBEC3F blk: -2%; RGS4 inhibitor: -25%; mIDH1 inhibitor: -1%; 12-LOX inh: inconclusive; TrxR1 substrate: 1%; rTrxR1 inhibitor: 15%; Vif-APOBEC3G blk: 1%

What do the screens show for `CCCN(C(=O)c1cc(S(=O)(=O)N2CCCCC2)ccc1Cl)C1CCS(=O)(=O)C1` (configuration not stated)?
USP1 inh: -11%; RXFP1 agonist: 4.2%; Vif-APOBEC3F blk: 0%; RGS4 inhibitor: 1%; mIDH1 inhibitor: -5%; 12-LOX inh: -6%; TrxR1 substrate: 6%; rTrxR1 inhibitor: 43%[activator]; Vif-APOBEC3G blk: 0%

What do the screens show for `CCC(=O)Nc1nc2ccccc2n1Cc1ccc(C)cc1`?
USP1 inh: -10%; RXFP1 agonist: 3.7%; Vif-APOBEC3F blk: -7%; RGS4 inhibitor: -15%; mIDH1 inhibitor: 4%; 12-LOX inh: 0%; TrxR1 substrate: -8%; rTrxR1 inhibitor: -17%; Vif-APOBEC3G blk: 1%

How did COc1ccc(Cl)cc1NC(=O)CN(C)C(=O)C1CC(=O)N(Cc2ccc(C)cc2)C1 (configuration not stated) do in these assays?
USP1 inh: -19%; RXFP1 agonist: 0.2%; Vif-APOBEC3F blk: -11%; RGS4 inhibitor: -22%; mIDH1 inhibitor: -5%; 12-LOX inh: 8%; TrxR1 substrate: -3%; rTrxR1 inhibitor: 9%; Vif-APOBEC3G blk: 1%

What do the screens show for `Cc1ccccc1NS(=O)(=O)c1cc2c(cc1C)N(C)CCO2`?
USP1 inh: -13%; RXFP1 agonist: 6.5%; Vif-APOBEC3F blk: 4%; RGS4 inhibitor: 13%; mIDH1 inhibitor: 1%; 12-LOX inh: 4%; TrxR1 substrate: -3%[57.1 µM]; rTrxR1 inhibitor: -1%[57.1 µM]; Vif-APOBEC3G blk: 3%

How did O=C(NC(Cc1ccc2c(c1)OCO2)C(=O)N1CCCC1C(=O)O)c1ccccc1 (configuration not stated) do in these assays?
USP1 inh: -5%; RXFP1 agonist: 3.8%; Vif-APOBEC3F blk: -3%; RGS4 inhibitor: -2%; mIDH1 inhibitor: 2%; 12-LOX inh: -1%; TrxR1 substrate: 8%[57.1 µM]; rTrxR1 inhibitor: 16%[57.1 µM]; Vif-APOBEC3G blk: 1%

How did CCc1noc(C)c1C(=O)OC(C)C(=O)Nc1ccc2c(c1)OCO2 (configuration not stated) do in these assays?
USP1 inh: -16%; RXFP1 agonist: -2.3%; Vif-APOBEC3F blk: 2%; RGS4 inhibitor: 8%; mIDH1 inhibitor: 5%; 12-LOX inh: 298%[activator]; TrxR1 substrate: -12%; rTrxR1 inhibitor: -6%; Vif-APOBEC3G blk: 0%

How did O=C(CC(c1cccs1)N1Cc2ccccc2C1=O)Nc1ccc(F)cc1F (configuration not stated) do in these assays?
USP1 inh: -10%; RXFP1 agonist: -0.7%; Vif-APOBEC3F blk: -6%; RGS4 inhibitor: 14%; mIDH1 inhibitor: -19%; 12-LOX inh: inconclusive; TrxR1 substrate: -8%; rTrxR1 inhibitor: -4%; Vif-APOBEC3G blk: -5%

What do the screens show for `O=C(CN1CCN(c2ccccc2)CC1)N1N=CCC1c1ccccc1` (configuration not stated)?
USP1 inh: 4%; RXFP1 agonist: -0.8%; Vif-APOBEC3F blk: -9%; RGS4 inhibitor: -10%; mIDH1 inhibitor: 0%; 12-LOX inh: 30%; TrxR1 substrate: 5%; rTrxR1 inhibitor: 19%; Vif-APOBEC3G blk: 0%

Results for COCC(C)n1c(C)cc(C(=O)CSc2nnc(N)s2)c1C (configuration not stated) ?
USP1 inh: -1%; RXFP1 agonist: 2.2%; RGS4 inhibitor: -35%; mIDH1 inhibitor: 1%; 12-LOX inh: 0%; TrxR1 substrate: 1%; rTrxR1 inhibitor: 3%[2.29 µM]; Vif-APOBEC3G blk: -6%

What do the screens show for `C=CCn1c(=O)n(CCC#N)c(=O)n(CCC#N)c1=O`?
USP1 inh: -9%; RXFP1 agonist: 0.0%; Vif-APOBEC3F blk: 3%; RGS4 inhibitor: -7%; mIDH1 inhibitor: 7%; 12-LOX inh: 0%; TrxR1 substrate: 10%; rTrxR1 inhibitor: 26%; Vif-APOBEC3G blk: 2%

Results for Cn1cc(CN2CCCC(C(=O)c3ccc(-c4ccccc4)cc3)C2)cn1 (configuration not stated) ?
USP1 inh: -17%; RXFP1 agonist: 0.5%; Vif-APOBEC3F blk: -6%; RGS4 inhibitor: -7%; mIDH1 inhibitor: 8%; 12-LOX inh: 3%; TrxR1 substrate: 3%; rTrxR1 inhibitor: 15%; Vif-APOBEC3G blk: -1%

How did CC(c1ccncn1)N(C)C(=O)c1ccc2oc(Cc3ccccc3)nc2c1 (configuration not stated) do in these assays?
USP1 inh: -11%; RXFP1 agonist: -1.3%; Vif-APOBEC3F blk: -16%; RGS4 inhibitor: 17%; mIDH1 inhibitor: 3%; 12-LOX inh: 6%; TrxR1 substrate: 2%; rTrxR1 inhibitor: 8%; Vif-APOBEC3G blk: -6%

How did Cn1c(SCc2ccon2)nc2ccccc2c1=O do in these assays?
USP1 inh: -28%; RXFP1 agonist: -1.3%; Vif-APOBEC3F blk: 1%; RGS4 inhibitor: -8%; mIDH1 inhibitor: 2%; 12-LOX inh: 1%; TrxR1 substrate: 5%; rTrxR1 inhibitor: 19%; Vif-APOBEC3G blk: -1%

Results for O=C1/C(=C/Nc2ccc3c(c2)OCO3)CCc2ccccc21 ?
USP1 inh: inconclusive; RXFP1 agonist: -0.3%; Vif-APOBEC3F blk: inconclusive; RGS4 inhibitor: inconclusive; mIDH1 inhibitor: 29%; 12-LOX inh: 88%; TrxR1 substrate: -7%; rTrxR1 inhibitor: -10%; Vif-APOBEC3G blk: inconclusive

Results for CC(C)Cn1c(N)c(C(=O)COC(=O)c2ccccc2C(=O)c2ccccc2)c(=O)n(C)c1=O ?
USP1 inh: -18%; Vif-APOBEC3F blk: 3%; RGS4 inhibitor: -2%; mIDH1 inhibitor: 0%; 12-LOX inh: 3%; TrxR1 substrate: 1%; rTrxR1 inhibitor: 22%; Vif-APOBEC3G blk: 2%

What do the screens show for `CCCCCC(=O)Nc1ccc(N2CCN(C(=O)c3ccccc3)CC2)cc1`?
USP1 inh: -24%; RXFP1 agonist: -0.5%; Vif-APOBEC3F blk: 6%; RGS4 inhibitor: -19%; mIDH1 inhibitor: 0%; 12-LOX inh: -20%; TrxR1 substrate: 7%[57.1 µM]; rTrxR1 inhibitor: 9%[57.1 µM]; Vif-APOBEC3G blk: 1%

How did S=C(Nc1ccc(Br)cc1)N1CCN(c2ccccn2)CC1 do in these assays?
USP1 inh: -10%; RXFP1 agonist: -1.3%; Vif-APOBEC3F blk: -2%; RGS4 inhibitor: -9%; mIDH1 inhibitor: 15%; 12-LOX inh: 5%; TrxR1 substrate: -3%; rTrxR1 inhibitor: 9%; Vif-APOBEC3G blk: 2%

High-throughput results (PubChem)

This is a subset. The share of hits here may be higher or lower than overall.
